High-throughput results (PubChem)
MazEF act = activators of E. coli MazEF toxin-antitoxin RNase, primary screen, biochemical, fluorescence, uHTS | Endoribonuclease toxin MazF (Escherichia coli (strain K12)), P0AE70 | FAM/BHQ RNA-DNA oligo cleavage fluorescence, 5 h | activation, % at 20 µM | 0.32% of 350,000 active; in the data active = activation above about 50%
Target sequence (P0AE70 whole entry, looked up): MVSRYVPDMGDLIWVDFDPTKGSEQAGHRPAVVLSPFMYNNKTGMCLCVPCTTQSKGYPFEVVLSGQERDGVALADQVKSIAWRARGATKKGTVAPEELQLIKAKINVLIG
PfHsp40 rescue = rescue of yeast from PfHsp40 toxicity, primary screen, S. cerevisiae, ATP luminescence. S. cerevisiae expressing PfHsp40, growth rescue. growth rescue, % at 12.5 µM. 0.68% of 340,000 active; in the data active = growth rescue above about 28%, passing the limit was not always enough;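 also: yeast W303a lacking pdr1 and pdr3 grown in galactose medium; growth measured after three days at 30 °C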
Rv3671c protease = Rv3671c serine protease inhibitors, primary screen, biochemical, fluorescence polarization, M. tuberculosis H37Rv | P9WHR9 | inhibition, % at 5.96 µM | 0.048% of 320,000 active; in the data active = inhibition above about 38%;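 also: extracellular domain of Rv3671c used as enzyme; 0% = enzyme with DMSO and 100% = no enzyme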
3CLpro inhibitor = SARS-CoV 3CLpro protease inhibitors, primary screen, biochemical, quenched FRET; 0.14% of 290,000 active; recombinant SARS-CoV 3CLpro, quenched FRET peptide cleavage; inhibition, % at 6 µM; in the data active = inhibition above about 12%
Y pestis TopoI = Yersinia pestis topoisomerase I inhibitors, primary screen, biochemical, cleavage product accumulation, plate reader, single point; DNA topoisomerase I (Yersinia pestis CO92); Y. pestis Topo-I cleavage product accumulation; activity, % at 10 µM; 0.064% of 360,000 active; AID 504884, 2011; in the data active = activity above about 50%, passing the limit was not always enough; also: inactives centre near 2
DUSP3 inh = VHR1 phosphatase inhibitors, primary screen, biochemical, absorbance, uHTS; Dual specificity protein phosphatase 3 (Homo sapiens), P51452; recombinant VHR phosphatase, pNPP absorbance; inhibition, % at 13.3 µM; 0.52% of 290,000 active; AID 1654, 2009; in the data active = inhibition above about 50%; also: some compounds called inactive have numbers as strong as hits
Target sequence (P51452 whole entry, looked up): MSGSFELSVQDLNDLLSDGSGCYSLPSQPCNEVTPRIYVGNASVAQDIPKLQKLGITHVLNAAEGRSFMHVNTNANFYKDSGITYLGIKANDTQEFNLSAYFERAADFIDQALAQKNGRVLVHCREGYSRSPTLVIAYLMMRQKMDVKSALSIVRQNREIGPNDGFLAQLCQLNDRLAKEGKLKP
PriA SSB inh = inhibitors of Klebsiella pneumoniae PriA binding to SSB C-terminal tail, primary screen, biochemical, AlphaScreen; PriA–SSB C-terminal tail interaction (Klebsiella pneumoniae); AlphaScreen SSBct-PriA binding, biotinylated peptide; inhibition, % at 33 µM; 0.6% of 430,000 active; AID 1272365, 2023; in the data active = inhibition mostly above about 37%, no sharp cut-off; inactive = mostly below about 20%;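 also: plate controls were negative control peptide for no effect and reference peptide for full effect; strong numbers were not always called active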
TcdB inh = TcdB glycohydrolase inhibitors, primary screen, biochemical, single point, plate reader; Toxin B (Clostridioides difficile), P18177; TcdB glycohydrolase enzymatic assay; inhibition, % at 9.99 µM; 0.24% of 350,000 active; in the data active = inhibition above about 10%
BH1578 lux ind = inducers of Vibrio cholerae quorum light production without autoinducers, primary screen, BH1578 luxS cqsA deficient, single point. V. cholerae BH1578 lux reporter, luminescence, 6 h. AID 588436, 2011. 0.16% of 350,000 active. activation, % at 18.7 µM; in the data active = activation mostly above about 9.7%, no sharp cut-off; also: not every result past the cut was called active; inactives centre near 0; reference of the scale not given here
Anthrax LF inh2 = Bacillus anthracis LF protease inhibitors, primary screen, biochemical, multiplex microsphere, MLPCN library. multiplex microsphere protease cleavage assay. 0.12% of 360,000 active. Lethal factor (Bacillus anthracis), P15917. inhibition, % at 10 µM. AID 588501, 2011; in the data active = inhibition above about 30%; also: plate controls were buffer without enzyme for full effect and enzyme alone for no effect
Target sequence (P15917 whole entry, looked up): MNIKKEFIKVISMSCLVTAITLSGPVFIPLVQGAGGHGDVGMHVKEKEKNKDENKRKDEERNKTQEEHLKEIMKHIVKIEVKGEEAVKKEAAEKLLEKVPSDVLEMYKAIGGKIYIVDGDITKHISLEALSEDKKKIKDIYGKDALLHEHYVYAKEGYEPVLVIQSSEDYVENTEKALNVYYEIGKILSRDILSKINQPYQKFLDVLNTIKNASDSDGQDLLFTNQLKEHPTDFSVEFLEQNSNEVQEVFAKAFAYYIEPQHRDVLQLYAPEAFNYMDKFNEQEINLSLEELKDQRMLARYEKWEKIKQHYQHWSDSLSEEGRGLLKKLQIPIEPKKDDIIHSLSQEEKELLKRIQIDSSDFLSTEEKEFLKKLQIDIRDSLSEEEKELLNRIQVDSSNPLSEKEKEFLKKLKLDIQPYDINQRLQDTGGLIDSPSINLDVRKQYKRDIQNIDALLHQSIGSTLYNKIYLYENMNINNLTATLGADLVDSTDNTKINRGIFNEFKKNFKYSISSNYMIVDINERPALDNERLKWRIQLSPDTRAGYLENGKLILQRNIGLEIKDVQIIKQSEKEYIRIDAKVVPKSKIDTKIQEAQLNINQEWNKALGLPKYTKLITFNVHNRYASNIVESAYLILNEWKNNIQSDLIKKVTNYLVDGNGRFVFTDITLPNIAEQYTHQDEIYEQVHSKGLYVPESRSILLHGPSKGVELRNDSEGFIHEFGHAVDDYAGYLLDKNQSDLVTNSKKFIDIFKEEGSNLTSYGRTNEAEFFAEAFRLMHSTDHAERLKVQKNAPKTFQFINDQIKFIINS
* = called active by the depositor; i = inactive; · = not tested or not shown. Only part of the results is shown; count on the stated rates, not on these rows.

A first look, 3 compounds:
SMILES	MazEF act	PfHsp40 rescue	Rv3671c protease	3CLpro inhibitor	Y pestis TopoI	DUSP3 inh	PriA SSB inh	TcdB inh	BH1578 lux ind	Anthrax LF inh2
CCc1cccc(C)c1NC(=O)COC(=O)CNS(=O)(=O)/C=C/c1ccccc1	-2.2	-0.4	-4.3	-0.1	3.9	-4.5	-6.2	·	-3.0	-5.4
CCOc1ccc2oc(-c3ccccc3)c(C(=O)O)c2c1	-11.1	1.1	6.4	5.4	2.1	10.9	-13.1	·	i	3.8
O=C(NCC(=O)N(c1ccccc1F)C(C(=O)NC1CCCC1)c1cccnc1)c1ccco1 (stereo unspecified)	10.7	-1.4	-3.2	-2.9	-0.2	17.1	12.9	0.6	-0.2	-3.6

This part in full, previewed entries included:
SMILES	MazEF act	PfHsp40 rescue	Rv3671c protease	3CLpro inhibitor	Y pestis TopoI	DUSP3 inh	PriA SSB inh	TcdB inh	BH1578 lux ind	Anthrax LF inh2
CCc1cccc(C)c1NC(=O)COC(=O)CNS(=O)(=O)/C=C/c1ccccc1	-2.2	-0.4	-4.3	-0.1	3.9	-4.5	-6.2	·	-3.0	-5.4
CCOc1ccc2oc(-c3ccccc3)c(C(=O)O)c2c1	-11.1	1.1	6.4	5.4	2.1	10.9	-13.1	·	i	3.8
O=C(NCC(=O)N(c1ccccc1F)C(C(=O)NC1CCCC1)c1cccnc1)c1ccco1 (stereo unspecified)	10.7	-1.4	-3.2	-2.9	-0.2	17.1	12.9	0.6	-0.2	-3.6
COc1ccc(-c2cc(C(=O)NCCCn3ccnc3)no2)cc1OC	11.2	-0.3	7.9	0.8	-0.1	-2.2	-3.1	·	2.5	1.5
O=C(COc1ccc2cc(-c3ccccc3)c(=O)oc2c1)NCC1CCC(C(=O)O)CC1 (stereo unspecified)	7.3	-1.1	0.0	2.2	2.4	8.4	-6.7	·	-0.6	-0.1
NNC(=S)Nc1ccc(S(=O)(=O)N2CCOCC2)cc1	4.3	0.2	9.8	0.9	31.3	-4.9	1.9	0.0	-0.3	-1.1
Cc1nn(C)c(C)c1S(=O)(=O)N1CCCC(C(=O)N2CCN(c3ccccc3)CC2)C1 (stereo unspecified)	-0.6	0.2	1.4	-6.1	14.0	20.8	3.4	-0.3	-0.2	-4.5
COc1ccc(C(C(=O)NC2CCCC2)N(C(=O)c2ccco2)c2cc3c(cc2C(C)=O)OCO3)cc1OC (stereo unspecified)	5.0	-1.1	5.4	1.4	0.4	31.7	-12.5	1.6	-0.1	0.1
CCN(CC)CCN1C(=O)c2cccc3cc(N)cc(c23)C1=O	-341.1	-0.3	-0.4	0.7	-7.0	37.7	10.2	1.1	1.9	9.3
OCCN1C2=NCCCN2c2ccccc21	9.9	-1.4	-3.0	-0.7	-1.8	8.6	-7.5	-0.1	-0.4	3.1

An excerpt from above in order of formula weight, ascending.
SMILES	MazEF act	PfHsp40 rescue	Rv3671c protease	3CLpro inhibitor	Y pestis TopoI	DUSP3 inh	PriA SSB inh	TcdB inh	BH1578 lux ind	Anthrax LF inh2
OCCN1C2=NCCCN2c2ccccc21	9.9	-1.4	-3.0	-0.7	-1.8	8.6	-7.5	-0.1	-0.4	3.1
CCN(CC)CCN1C(=O)c2cccc3cc(N)cc(c23)C1=O	-341.1	-0.3	-0.4	0.7	-7.0	37.7	10.2	1.1	1.9	9.3
O=C(COc1ccc2cc(-c3ccccc3)c(=O)oc2c1)NCC1CCC(C(=O)O)CC1 (stereo unspecified)	7.3	-1.1	0.0	2.2	2.4	8.4	-6.7	·	-0.6	-0.1

Later entries
SMILES	MazEF act	PfHsp40 rescue	Rv3671c protease	3CLpro inhibitor	Y pestis TopoI	DUSP3 inh	PriA SSB inh	TcdB inh	BH1578 lux ind	Anthrax LF inh2
CC1CC(C)CN(S(=O)(=O)c2cccc3cccnc23)C1 (stereo unspecified)	2.2	-0.6	-15.2	·	17.1	0.4	0.2	0.4	-0.2	-8.1
Cc1noc(NC(=O)c2cccc(Cl)c2Cl)c1C#N	-0.5	0.2	-1.6	3.0	5.7	21.5	-2.3	0.7	i	1.0
COc1ccccc1S(=O)(=O)Cc1ccc(C(=O)N2CCOCC2)o1	3.2	0.1	1.3	-5.7	2.5	7.6	-5.8	1.2	-0.2	-3.9
COc1ccc(/C=C2/C(=O)ON=C2c2ccccc2)cc1OC	1.4	0.8	4.9	6.2	-7.8	21.9	7.7	·	i	6.1
COc1ccccc1NC(=S)NN=C(C)c1ccccn1	2.6	179.8*	·	·	-9.1	·	-19.8	-1.6	·	5.6
O=C(CCc1ccccc1)NNC(=O)c1ccccc1F	3.3	0.7	2.9	6.5	0.0	7.5	-9.2	0.6	i	-6.4
N#CC1=C(N)OC2=C(C(=O)CCC2)C1c1ccc2c(c1)OCO2 (stereo unspecified)	12.9	-0.6	2.6	-2.3	-4.7	30.4	-10.0	0.4	-0.9	-12.1
CCc1nc2ccccc2c(=O)n1NC(=O)c1c(O)c2cccc3c2n(c1=O)CCC3	i	0.3	6.9	-2.1	-0.3	-2.4	-5.8	·	i	-5.7
C[C@H](NC(=O)c1nc[nH]c1C(=O)NCc1ccc(CNC(=O)OC(C)(C)C)cc1)C(=O)OC(C)(C)C	6.2	9.7	-2.2	7.5	27.7	3.1	-5.7	0.0	i	3.3
COC(C)(C)CCCC(C)C/C=C/C(C)=C/C(=O)OC(C)C (stereo unspecified)	-5.3	-0.4	-11.9	·	29.4	·	-34.0	-0.4	-0.3	-10.6
COc1ccccc1-c1cnn2c(NCc3ccccc3)cc(C)nc12	3.1	-0.5	8.3	3.8	-4.8	18.2	-5.4	0.6	-1.5	6.6
C=CCn1c(SCC(=O)NNC(=S)Nc2ccccc2)nnc1-c1ccccc1	0.5	1.5	-5.3	5.8	5.9	38.8	-1.9	-1.2	-0.1	8.6
COCCn1c(=S)[nH]c2cc(C(=O)NCc3ccc(F)cc3)ccc2c1=O	-0.1	·	·	·	-2.9	·	·	0.5	-3.0	4.1
CCOc1cc(C=NNC(=O)CCCC(=O)NN=Cc2ccc(O)c(OCC)c2)ccc1O	8.1	-0.1	·	·	-1.1	·	5.1	-21.5	-1.1	-5.0
CCOc1ccc(N(CC(=O)N/N=C(\C)c2cccc(NC(C)=O)c2)S(=O)(=O)c2ccccc2)cc1	15.4	-1.1	-10.2	-2.5	2.7	13.8	·	0.4	i	3.6
Cc1ccc(F)cc1-c1cc2nc(NCCCN(C)C)n(C)c(=O)c2s1	·	·	·	·	-17.4	·	·	1.2	-0.6	-0.4
CCOC(=O)/C=C1\SCC(=O)N1CC(=O)N1CCOCC1	2.0	-2.0	-1.1	-0.4	5.0	26.2	-17.4	0.7	i	-7.9
CCOc1ccc2[nH]c(C)c(CN3CCOCC3)c(=O)c2c1	-14.3	-1.0	3.5	-1.4	-5.3	11.7	-2.0	-0.2	-7.7	0.6
CN(Cc1cn(-c2ccccc2)nc1-c1cc2ccccc2o1)C(=O)CCC(=O)O	4.1	0.9	-5.7	-0.8	2.3	7.2	-4.8	1.0	i	-1.3
C/C(N)=C(/C#N)C(=O)COC(=O)c1ccc(C#N)cc1	-5.9	-2.3	9.5	-1.1	-5.5	19.0	-0.9	0.6	0.2	3.4
Cc1ccc(NS(=O)(=O)c2ccc(C(=O)N3CCN(c4ncccn4)CC3)cc2)cc1	-13.2	-0.1	1.5	-2.9	3.8	33.4	-20.4	-2.6	i	-2.0
CCOc1ccc(NC(=O)CCC(=O)NNC(=O)c2ccccc2Cl)cc1	6.1	-0.4	·	-2.1	2.5	60.8	-17.1	-1.1	i	0.3
O=C(NCC1CCCO1)C(c1cccs1)N(Cc1cccs1)C(=O)c1ccc(-c2ccccc2)[nH]1 (stereo unspecified)	-17.1	0.8	-8.8	7.6	-2.6	6.8	18.3	-0.3	-0.2	0.3
CCCOc1ccc(/C(O)=C2/C(=O)C(=O)N(CCN3CCOCC3)C2c2ccccc2)cc1 (stereo unspecified)	-3.4	6.8	·	·	5.0	·	·	-0.1	-2.1	1.0
COc1ccc(C(=O)Nc2nc(-c3ccccc3)c(C(C)=O)s2)c(OC)c1	3.0	-1.7	-2.1	6.9	-11.1	28.8	-10.4	5.4	-0.3	-2.0
O=C(CC1SC(N2CCOCC2)=NC1=O)Nc1cc([N+](=O)[O-])ccc1Cl (stereo unspecified)	-2.4	-2.5	3.6	-2.2	1.5	19.0	5.5	0.6	1.4	1.2
CC(O)c1nc2ccccc2n1Cc1nnc(-c2ccc(Cl)cc2)o1 (stereo unspecified)	8.8	-1.1	-19.4	4.3	-4.7	28.0	-3.8	·	0.3	-0.8
COc1ccc(N2CCN(C(=O)c3cccnc3)CC2)c([N+](=O)[O-])c1	0.5	-1.6	2.5	6.4	-0.2	34.8	-7.4	0.0	0.0	-2.1
CCCCn1c(N)c(N(CC)C(=O)c2cccc(F)c2)c(=O)[nH]c1=O	1.0	-0.3	-2.4	-2.6	-6.3	30.5	-13.6	2.3	i	14.4
O=C(NC1CC1)C1CCN(c2ccc(S(=O)(=O)N3CCOCC3)cc2)CC1	-0.1	-0.1	-3.8	-2.6	11.9	-20.3	-14.5	1.0	-0.2	-0.3
CCCCC(CC)CNC(=O)CCS(=O)(=O)c1cccc2nonc12 (stereo unspecified)	-5.4	-0.7	-9.0	-2.4	7.7	3.5	-12.2	·	i	-12.5
CCCCNC(=O)c1nn2c(C(F)(F)F)cc(-c3ccccc3)nc2c1Br	16.7	1.0	·	4.3	10.8	16.6	2.0	1.0	-0.4	·
CC(=O)c1cc(CN2CCN(CCc3ccccc3)C(CCO)C2)cs1 (stereo unspecified)	-4.8	-0.6	-2.6	-1.4	1.7	16.4	9.9	0.7	-1.7	-2.5
COc1cc(/C=C/C(=O)Nc2cccc(S(=O)(=O)N3CCOCC3)c2)ccc1OCC#N	7.1	1.2	-40.9	·	9.3	·	-5.5	0.1	-2.0	-4.3
OC[C@@H]1CN(Cc2ccccc2)C[C@H](n2cnc3c(Nc4ccccc4)ncnc32)O1	·	·	·	·	3.2	·	·	1.6	-0.5	-4.1
COc1cccc(/C=C/C(=O)OCC(=O)c2ccc3c(c2)NC(=O)CO3)c1	-32.0	-1.2	-26.6	·	-13.1	·	7.5	0.0	-0.5	0.4
O=C(OCc1ccc([N+](=O)[O-])cc1)c1ccc(N2CCCC2)c([N+](=O)[O-])c1	-4.8	-0.8	-5.0	1.6	-1.6	32.7	-3.0	0.5	-0.4	-1.3
CC(C)n1nc(C(=O)Oc2cccc(Cl)c2Cl)c2ccccc2c1=O	-6.1	-0.1	-8.5	-0.7	17.3	5.6	-13.4	1.6	3.4	1.8
CCOC(=O)CNC(=O)c1cccnc1Oc1ccc(Cl)cc1	10.3	-1.3	-7.6	4.1	-7.0	8.7	-17.2	-0.9	i	-4.5
CN(c1ccc(C(=O)Nc2nccs2)cc1)S(=O)(=O)c1ccccc1	-0.6	-0.3	-3.1	-1.8	0.7	6.2	-7.8	·	-1.0	1.4
COc1ccc(-c2[nH]ncc2CN(CCO)CC23CC4CC(CC(C4)C2)C3)c(OC)c1	3.4	-0.7	9.5	-1.9	-2.9	26.3	-2.6	0.5	-0.3	-1.8
CSc1ccn(CCC(=O)O)c(=O)n1	0.7	-1.1	-0.9	2.5	0.2	6.4	-20.4	·	i	8.2
CCC(CC)COC(=O)C(C#N)c1nc2ccccc2nc1N1CCN(CC)CC1 (stereo unspecified)	-6.8	-1.0	-13.3	0.3	18.0	3.1	2.6	·	i	9.9
Cc1nn(-c2ccccc2)c2sc(C(=O)O)cc12	-14.2	-1.4	-2.4	-0.7	3.9	-12.0	-15.4	·	-0.1	2.7
